Bioassay records: PubChem BioAssay, National Center for Advancing Translational Sciences (NCATS)
ASM inhibitor = blocks human secretory acid sphingomyelinase; Potency, µM (highest dose often 57.5 µM), for inactives: at the highest dose activity change, negative = inhibition, actives largely listed as inhibitors; placental ASM, HMU-PC fluorogenic substrate, 60 min; P17405; 340,000 compounds, 0.006% hits; further: potency means the concentration at half of the fitted maximal effect
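Fluorescence read-out (Ex 386 nm, Em 447 nm) after stopping the reaction at pH 10. Enzyme: ASM from human placenta; substrate HMU-PC0, 9 uM final; 60 min, 37 °C. Compound preincubation 10 min, ambient temperature.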
USP2a inh = inhibitors of human ubiquitin-specific protease USP2a; O75604; AID 463254; Potency, µM (titrated, usually from 38.3 µM), without a hit: at the top dose activity change, negative = inhibition, usual class: inhibitors; 330,000 compounds, 0.01% hits; USP2 core, Ub-CHOP2 coupled fluorogenic reporter, 485/531;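 further: potency means the concentration at half of the fitted maximal effect; plate controls were DMSO wells for no effect and full inhibition by NEM control for full effect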
Target sequence (O75604 whole entry, looked up): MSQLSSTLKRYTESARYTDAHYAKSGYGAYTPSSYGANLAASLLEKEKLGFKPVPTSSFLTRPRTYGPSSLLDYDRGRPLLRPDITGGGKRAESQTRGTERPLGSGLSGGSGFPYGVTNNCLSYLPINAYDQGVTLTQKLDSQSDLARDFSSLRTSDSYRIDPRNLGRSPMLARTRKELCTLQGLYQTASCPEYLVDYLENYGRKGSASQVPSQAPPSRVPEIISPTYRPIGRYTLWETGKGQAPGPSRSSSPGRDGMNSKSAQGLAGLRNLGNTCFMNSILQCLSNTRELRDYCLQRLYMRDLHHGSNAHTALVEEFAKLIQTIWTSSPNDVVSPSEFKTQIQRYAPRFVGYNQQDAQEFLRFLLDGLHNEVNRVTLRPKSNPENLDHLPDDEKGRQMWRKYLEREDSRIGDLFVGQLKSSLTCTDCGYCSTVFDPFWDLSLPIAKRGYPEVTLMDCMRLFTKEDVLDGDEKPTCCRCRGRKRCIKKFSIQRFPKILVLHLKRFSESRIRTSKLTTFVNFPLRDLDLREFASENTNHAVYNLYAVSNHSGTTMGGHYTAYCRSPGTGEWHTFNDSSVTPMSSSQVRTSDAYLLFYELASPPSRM
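Deubiquitinase activity read as fluorescence (485/531 nm) after Ub-CHOP2 cleavage activates the enterokinase reporter on its substrate; USP2 core 10nM, Ub-CHOP2 and substrate 25nM each, 30min compound preincubation then 60min RT; data normalized to NEM, curves fitted.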
uPA surface inh = cell surface uPA generation inhibition; cell surface uPA generation assay, qHTS; Potency, µM (titrated, usually from 38.3 µM), for inactives: at the top dose activity change, negative = inhibition, hits mostly inhibitors; 330,000 compounds, 0.31% hits; AID 540303; active means well fitted inhibition curve with a large enough effect; inconclusive means small, poorly fitted or top-dose-only effect; inactive means no such curve, though single readings can be large or run the other way; tested in mouse RAW 264.7 cells; further: potency means the concentration at half of the fitted maximal effect; on the % scale 0 is the no-effect control and ±100 the full control effect; nearly all actives have a fitted effect of over 55% in size
Eya2 phos inh = blocks the phosphatase activity of human Eya2. Potency, µM (series often up to 76.9 µM), for inactives: at the top dose activity, negative = inhibition, actives largely listed as inhibitors. O00167. recombinant Eya2, OMFP fluorescence dephosphorylation (OMFP is methylfluorescein phosphate). 330,000 compounds, 0.006% hits; further: potency means the concentration at half of the fitted maximal effect; on the % scale 0 is the no-effect control and ±100 the full control effect
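Eya2 (0.2 uM) preincubated 10 min at ambient with compound, then OMFP substrate added at 50 uM; 10 min reaction in 50 mM HEPES pH 7.5, 50 mM NaCl, 5 uM MgCl2, 0.05% BSA, 1 mM DTT. Fluorescence read at Ex 485/Em 525 nm.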
BRCA1 expr up = activators of BRCA1 expression | MCF7-BRCA1-FFLuc reporter, luminescence, 48 h; response scale: scaled: vehicle 0%, 10 µM genistein 100% | Potency, µM (series often up to 46.1 µM), for the others: top-dose activation, hits mostly activators | 380,000 compounds, 1.1% hits; further: potency means the concentration at half of the fitted maximal effect; nearly all actives have a fitted effect of over 80% in size; some results filed as inactive show a strong effect at the top dose
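MCF7-BRCA1-FFLuc, 2000 cells/well; 2 h attach, 37 °C/5% CO2; compound 48 h; luciferase substrate 15 min; luminescence end-point. Norm. to genistein 10 microM max activation and DMSO; concentration-response curves fitted.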
TRPV1 agonist = activates the human vanilloid receptor TRPV1; TRPV1-expressing cells, Fluo-8 calcium influx, agonist mode; activation, % at 8.33 µM; 320,000 compounds, 0.19% hits; in the data active means activation above about 80%; inconclusive means between about 30% and that limit; further: 0% is about no effect
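Fluo-8 calcium influx in TRPV1-expressing cells, kinetic read (ex 480/em 520 nm). Compound added and read 3 min for agonist activity, followed by capsaicin at EC20 final and 2 min further read for enhancement.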
B2AR arrestin = beta2AR (human) beta-arrestin recruitment activity. P07550. beta-arrestin recruitment to beta2AR, cell-based reporter. Potency, µM (top dose mostly 46.1 µM), without a hit: top-dose activation, most hits filed as activators. 330,000 compounds, 0.02% hits;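 further: potency means the concentration at half of the fitted maximal effect; 0% = DMSO controls and full agonism = EC100 isoproterenol or metaproterenol; nearly all actives have a fitted effect of over 65% in size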
Target sequence (P07550 whole entry, looked up): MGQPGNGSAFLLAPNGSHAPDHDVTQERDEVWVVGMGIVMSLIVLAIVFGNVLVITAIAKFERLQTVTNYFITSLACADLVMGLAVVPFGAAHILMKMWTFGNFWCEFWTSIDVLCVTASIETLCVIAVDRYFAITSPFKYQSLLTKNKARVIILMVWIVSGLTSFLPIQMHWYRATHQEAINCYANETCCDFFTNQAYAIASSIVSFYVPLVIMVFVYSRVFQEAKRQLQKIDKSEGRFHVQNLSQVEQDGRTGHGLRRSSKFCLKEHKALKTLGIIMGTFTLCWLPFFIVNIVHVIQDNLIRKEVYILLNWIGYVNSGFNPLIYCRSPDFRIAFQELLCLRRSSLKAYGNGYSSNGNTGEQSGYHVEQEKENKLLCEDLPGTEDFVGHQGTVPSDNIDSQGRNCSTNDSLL
a7 integrin act = activates integrin-mediated alleviation for muscular dystrophy; 350,000 compounds, 0.064% hits; alpha7betagal myoblasts, beta-gal FDG fluorescence, 48 h; Potency, µM (top dose mostly 38.3 µM), inactives show at the top dose activation, usual class: activators;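 further: potency means the concentration at half of the fitted maximal effect; 100% = response of the positive control SU9516; nearly all actives have a fitted effect of over 60% in size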
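alpha7betagal+/- myoblasts (passage 13, 250/well) treated 48 h at 37C with compounds at 1:260 dilution of DMSO stock. Lysed, then beta-galactosidase activity read as FDG fluorescence (ex 480/em 540) after 30 min, with pre-read for autofluorescence.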
PTAP TSG101 blk = blocks PTAP/TSG101 interaction to inhibit HIV-1 budding; Potency, µM (titrated, usually from 115 µM), for the others: at the top dose activity change, negative = inhibition, usual class: inhibitors; 340,000 tested, under 10 active; Fluorescence polarization, FITC-PTAP peptide / Tsg101 binding; Q99816; active means well fitted inhibition curve with a large enough effect in the main read-out, with a control signal flat, not every such curve was filed as active; inconclusive means small, poorly fitted or top-dose-only effect, or effect the other way, or a change in a side signal; inactive means no such curve, though single readings can be large or run the other way; further: potency means the concentration at half of the fitted maximal effect; % of control where 0% means no effect
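Fluorescence anisotropy tracks displacement of a FITC-tagged PTAP peptide (50 nM) from the Tsg101 binding domain (10 uM), following a 20 min room-temperature incubation at pH 7.5.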
p53 reactivation = restores transcriptional activity of mutant p53 | H1299 p53-A138V BP100-luciferase reporter, luminescence, 24 h | Potency, µM (top dose mostly 92.2 µM), for inactives: at the top dose activity change, positive = activation, usual class: activators | 320,000 compounds, 0.063% hits; further: potency means the concentration at half of the fitted maximal effect; % of control where 0% means no effect; nearly all actives have a fitted effect of over 45% in size
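p53-null H1299 cells stably carrying temperature-sensitive p53-A138V and a BP100-luciferase reporter were pinned with compounds (4-point, 1:5 series) and held 24 hrs at 37 deg C. Luminescence was read 10 min after detection reagent.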
ELG1 genotox = induces genotoxicity in HEK293T cells with luciferase-tagged ELG1; Potency, µM (top dose mostly 46 µM), for the others: at the highest dose activity change, positive = activation, actives largely listed as activators; 330,000 compounds, 1.3% hits; HEK293T ELG1-luciferase reporter, luminescence, 16 h; further: potency means the concentration at half of the fitted maximal effect; % of control where 0% means no effect; nearly all actives have a fitted effect of over 60% in size
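Luminescence read-out: rising ELG1-luciferase signal, reflecting elevated ELG1 protein under genetic stress, flags genotoxic compounds. Cells were treated for 16 hr at 37 °C before ONE-Glo detection.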
* hit, by the source's call; i = inactive; ? = inconclusive; / = no result given; [ ] = another dose, or the depositor's remark. Unless noted, the call rests on the fitted dose curve; in most records, active means well fitted curve in the direction sought with a large enough effect; inconclusive means small, poorly fitted or top-dose-only effect, or another doubt; inactive means no such curve, though single readings can be large; an effect the other way counts as inactive or inconclusive.

Every second line gives: ASM inhibitor | USP2a inh | uPA surface inh | Eya2 phos inh | BRCA1 expr up | TRPV1 agonist | B2AR arrestin | a7 integrin act | PTAP TSG101 blk | p53 reactivation | ELG1 genotox
- O=C(O)C1CCN(c2ccc(S(=O)(=O)N3CCC(C(=O)O)CC3)cc2[N+](=O)[O-])CC1
    / | -6% | -2% | -15% | -5% | -6 | -0.1% | 0% | 1% | 5% | -10%
- Cc1cc(C)n2ncc(/C(N)=N/OC(=O)c3ccccc3F)c2n1
    -4% | 2% | -6% | 0% | ? | -1 | 0.0% | 0% | -1% | 15% | ?
- CC(=O)CC(c1ccccc1)S(=O)(=O)c1ccc(C)cc1 (stereo not given)
    2% | -1% | 1% | -12% | -3% | / | -0.8% | -39% | -3% | 1% | 4%
- CCC(Sc1nnnn1-c1ccccc1)C(=O)Nc1nc2ccccc2s1 (stereo not given)
    -13% | 1% | 17% | 2% | -3% | 7 | -0.2% | 25% | -6% | 21% | -2%
- CC(=O)OC(C)=O
    -1% | 1% | 5% | 11% | -1% | 4 | 0.1% | / | -3% | -4% | 2%
- COc1ccc(NC(=O)CN2C(=O)c3ccccc3S2(=O)=O)cc1S(=O)(=O)N1CCOCC1
    1% | 1% | 3% | 37% | -33% | -2 | 0.0% | -43% | 2% | 4% | 2%
- CC(/C=N/N1C(=O)CSC1=S)=C\c1ccccc1
    -5% | -1% | 5% | -14% | 0% | 3 | -1.0% | -20% | -2% | 1% | 1%
- CNC(=O)Nc1ccc2snnc2c1
    7% | 1% | 3% | 16% | 1% | -5 | -0.1% | 4% | -1% | -9% | 4%
- O=S1(=O)CCO[C@H]2Cc3ccccc3[C@H]2N1Cc1ccccc1Br
    -6% | -1% | 11% | -7% | 0% | 17 | -1.0% | 17% | 0% | / | -7%
- O=C(O)C(Cc1c[nH]c2ccccc12)NS(=O)(=O)c1ccccc1 (stereo not given)
    0% | 3% | 1% | 12% | -8% | -1 | -2.2% | 12% | 0% | -1% | -2%
- COc1cc2nc(-c3ccccc3)nc(N3CCCC3)c2cc1OC
    / | 1% | / | -7% | / | 1 | 0.3% | / | / | -4% | 5%
- Cc1ccc2nc(NCc3ccccc3)c(C=NCc3cccnc3)c(=O)n2c1
    14% | 9% | 2% | -8% | 95% | 13 | -0.6% | 42% | -5% | 8% | 5%
- N#Cc1cc2cc3ccccc3nc2n2c(=O)c3ccccc3nc12
    0% | 0% | -2% | 11% | 0% | -1 | 0.1% | ? | ? | 2% | -4%
- O=C(CCCN1C(=O)c2ccccc2C1=O)NC1CCCCCC1
    0% | 0% | 2% | 8% | -2% | -4 | -0.1% | 11% | -1% | -4% | -1%
- COc1cccc(CNCc2ccco2)c1O
    -2% | -10% | 0% | -3% | 4% | -4 | 0.3% | 21% | 1% | 9% | 1%

Additional compounds:
Every second line gives: ASM inhibitor | USP2a inh | uPA surface inh | Eya2 phos inh | BRCA1 expr up | TRPV1 agonist | B2AR arrestin | a7 integrin act | PTAP TSG101 blk | p53 reactivation | ELG1 genotox
- COc1ccccc1C(CNC(=O)c1ccc(NS(=O)(=O)c2ccc3c(c2)OCCO3)cc1)N(C)C (stereo not given)
    2% | 0% | 5% | -2% | -22% | -6 | -0.9% | -7% | -4% | -1% | 0%
- CCC(C)NC(=S)Nc1ccccc1OC (stereo not given)
    4% | 3% | 4% | -4% | 14% | -1 | -1.6% | -14% | -1% | 3% | 0%
- CCC(C)(C)NC(=O)C(Sc1ccccc1)c1ccccc1 (stereo not given)
    -2% | 3% | 4% | -9% | -8% | 29 | -0.8% | 2% | -3% | 0% | -4%
- Cc1ccc(S(=O)(=O)NCCCNc2ccc([N+](=O)[O-])cc2)cc1
    -16% | 2% | -1% | -9% | -42% | 1 | -1.2% | -34% | 1% | -3% | -4%
- Nc1c(Cl)ncnc1N/N=C/c1ccnc2ccccc12
    -1% | 0% | 1% | 4% | 52% | 2 | -0.6% | 5% | -3% | 3% | 1%
- Cc1ccc(C(=O)c2c3ccc([N+](=O)[O-])cc3[n+]([O-])n2CCCC(N)=O)cc1
    -16% | -1% | ? | 18% | -20% | -1 | 0.1% | 3% | -4% | 28% | 5%
- Cc1c([N+](=O)[O-])c(C(=O)Sc2ccc(Br)cc2)nn1C
    -1% | -1% | -1% | -3% | -3% | 0 | ? | -2% | 1% | -5% | -10%
- CCc1ccccc1NC1=NCC(=O)N1Cc1ccc(OC)cc1
    2% | 1% | 4% | 5% | 0% | 3 | -0.5% | 6% | -5% | -6% | 3%
- COC(=O)c1ccc(OCc2nn[nH]n2)cc1
    2% | 0% | -11% | -9% | 2% | 3 | -1.2% | 17% | -1% | / | 5%
- CCOc1ccc(NC(=O)[C@@H](NC(=O)c2ccccc2)[C@@H](C)CC)cc1
    -2% | -7% | 4% | -34% | -7% | 1 | -0.1% | -25% | 1% | 3% | ?
- N=c1c(C(=O)NC2CCCCC2)cc2c(=O)n3ccccc3nc2n1CC1CCCO1 (stereo not given)
    i | 3% | 1% | 2% | -26% | 1 | -0.1% | -19% | -10% | 1% | -3%
- Cc1ccccc1/C=N/NC(=O)c1cccnc1
    -4% | 1% | -7% | 1% | -3% | -2 | -1.0% | 11% | -5% | / | 8%
- Cc1ccc(C)c(NC(=O)c2cnn3ccccc23)c1
    2% | 2% | 11µM* | -16% | 31% | -3 | 0.0% | -14% | -2% | 10% | ?
- CCc1nc(OCc2ccco2)c2sc3nc4c(cc3c2n1)COC(C)(C)C4
    -3% | 2% | -3% | 1% | -33% | -1 | 0.4% | -47%[inhibitor] | -1% | 2% | -2%
- O=C(O)CC(c1ccccc1)N1C(=O)c2cccc([N+](=O)[O-])c2C1=O (stereo not given)
    1% | 1% | 5% | 3% | -16% | -2 | -1.2% | 14% | -8% | ? | -2%

The results go on:
Every second line gives: ASM inhibitor | USP2a inh | uPA surface inh | Eya2 phos inh | BRCA1 expr up | TRPV1 agonist | B2AR arrestin | a7 integrin act | PTAP TSG101 blk | p53 reactivation | ELG1 genotox
- CCCCOc1ccccc1N1CCN(CCCN2C(=O)C3CCCN3C2=O)CC1 (stereo not given)
    -1% | 0% | 2% | 5% | -10% | 2 | -0.1% | 0% | -2% | / | -4%
- OCCNc1nc(-c2cccnc2)nc2ccccc12
    -1% | 0% | 13% | -4% | 33% | -3 | -0.6% | -2% | -4% | -1% | -11%
- CCOc1cc(/C=C2/NC(=O)NC2=O)cc(Br)c1OCc1ccc(C(=O)O)cc1
    -3% | -4% | -2% | -14% | 22% | 1 | 0.3% | -6% | -7% | 1% | 7%
- O=[N+]([O-])c1cccc(/C=C/c2ccc3cccc(O)c3n2)c1
    -2% | 6% | 2% | -6% | ? | 3 | -0.8% | -20% | 0% | 13% | ?
- O=C(C1CCCN(S(=O)(=O)c2cccc3cccnc23)C1)N1CCN(c2ccccc2F)CC1 (stereo not given)
    -1% | ? | 9% | -1% | -3% | / | 0.2% | -6% | -6% | 1% | -15%
- CSc1ccc(Cl)c(C(=O)NCCOc2cc(C(C)C)ccc2C)c1
    -8% | 4% | / | -23% | -43% | ? | 0.0% | 7%[7.66 µM] | 5% | 11% | -8%
- CC(=Nc1ccc(C)cc1)c1sc2ccccc2c1O
    -15% | 0% | -43% | 27% | ? | 3 | -0.4% | 16% | -10% | 23% | 0.73µM*
- Cc1c(Cl)cccc1NC(=O)c1ccc(-n2ccnc2)nc1
    -1% | 2% | 3% | 9% | 0% | ? | 0.3% | 12% | -5% | -6% | 1%
- CC(=O)c1ccc(NC(=O)[C@@H]2CCCN2C2=NS(=O)(=O)c3ccccc32)cc1
    1% | -2% | 3% | -9% | 6% | 3 | -0.2% | 24% | 2% | 0% | 3%
- C=CCC(=O)N1CCCC(CNC(=O)c2ccc(-c3ccccc3)cc2)C1 (stereo not given)
    -2% | 3% | -1% | 2% | 20% | 0 | -1.1% | -9% | 1% | -1% | 0%
- Cc1ccc(OCC(=O)NCCNC(=O)COc2ccc(C)cc2)cc1
    -1% | 2% | -1% | 5% | 4% | 3 | -0.6% | 22% | 1% | -10% | -10%
- CCn1nccc1C(=O)Nc1ccc(C(=O)OC(C)C)cc1
    -2% | -2% | -12% | 11% | 91% | ? | 0.0% | -1% | 0% | / | 15%
- CCOC(=O)N1CCN(C(=O)c2cc3c(=O)n4ccccc4nc3s2)CC1
    i | 0% | 3% | 2% | -7% | 3 | -0.8% | -21% | -6% | -10% | 3%
- O=C(CCCSc1nc2sc3c(c2c(=O)[nH]1)CCC3)NCCCO
    2% | -9% | -2% | 9% | 4% | 2 | 0.0% | 8% | -6% | 4% | -5%
